From PubChem BioAssay
Y pestis TopoI: Yersinia pestis topoisomerase I inhibitors, primary screen, biochemical, cleavage product accumulation, plate reader, single point | Y. pestis Topo-I cleavage product accumulation | activity, % at 10 µM | hit rate 0.064% among 360,000 | AID 504884, 2011; in the data active means activity above about 50%, passing the limit was not always enough; inconclusive means no clear call, values can overlap the other calls; further: inactives centre near 2
BH1578 lux ind: inducers of Vibrio cholerae quorum light production without autoinducers, primary screen, BH1578 luxS cqsA deficient, single point; V. cholerae BH1578 lux reporter, luminescence, 6 h; AID 588436, 2011; hit rate 0.16% among 350,000; activation, % at 18.7 µM; in the data active means activation mostly above about 9.7%, no sharp cut-off; inconclusive means no clear call, values can overlap the other calls; inactive means mostly below about 3.7%; further: not every result past the cut was called active; inactives centre near 0; reference of the scale not given here
PrPC TRFRET: inhibitors of human cell surface prion protein PrPC, primary screen, cell-based, TR-FRET | Major prion protein (Homo sapiens), P04156 | TR-FRET read-out | inhibition, % at 13.8 µM | hit rate 0.43% among 370,000; in the data active means inhibition above about 24%; further: 0% = median of the test wells and 100% = reference compound wells
SARS 3CLpro inh: SARS-CoV 3CLpro protease inhibitors, primary screen, biochemical, quenched FRET; Replicase polyprotein 1ab (Severe acute respiratory syndrome coronavirus), P0C6X7; recombinant SARS-CoV 3CLpro, quenched FRET peptide cleavage; inhibition, % at 6 µM; hit rate 0.14% among 290,000; AID 1706, 2009; in the data active means inhibition above about 12%
PfHsp40 rescue: rescue of yeast from PfHsp40 toxicity, primary screen, S. cerevisiae, ATP luminescence; S. cerevisiae expressing PfHsp40, growth rescue; hit rate 0.68% among 340,000; growth rescue, % at 12.5 µM; in the data active means growth rescue above about 28%, passing the limit was not always enough; inconclusive means no clear call, values can overlap the other calls;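 further: yeast W303a lacking pdr1 and pdr3 grown in galactose medium; growth measured after three days at 30 °C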
TcdB inh: TcdB glycohydrolase inhibitors, primary screen, biochemical, single point, plate reader; Toxin B (Clostridioides difficile), P18177; TcdB glycohydrolase enzymatic assay; inhibition, % at 9.99 µM; hit rate 0.24% among 350,000; in the data active means inhibition above about 10%
Target sequence (P18177 whole entry, looked up): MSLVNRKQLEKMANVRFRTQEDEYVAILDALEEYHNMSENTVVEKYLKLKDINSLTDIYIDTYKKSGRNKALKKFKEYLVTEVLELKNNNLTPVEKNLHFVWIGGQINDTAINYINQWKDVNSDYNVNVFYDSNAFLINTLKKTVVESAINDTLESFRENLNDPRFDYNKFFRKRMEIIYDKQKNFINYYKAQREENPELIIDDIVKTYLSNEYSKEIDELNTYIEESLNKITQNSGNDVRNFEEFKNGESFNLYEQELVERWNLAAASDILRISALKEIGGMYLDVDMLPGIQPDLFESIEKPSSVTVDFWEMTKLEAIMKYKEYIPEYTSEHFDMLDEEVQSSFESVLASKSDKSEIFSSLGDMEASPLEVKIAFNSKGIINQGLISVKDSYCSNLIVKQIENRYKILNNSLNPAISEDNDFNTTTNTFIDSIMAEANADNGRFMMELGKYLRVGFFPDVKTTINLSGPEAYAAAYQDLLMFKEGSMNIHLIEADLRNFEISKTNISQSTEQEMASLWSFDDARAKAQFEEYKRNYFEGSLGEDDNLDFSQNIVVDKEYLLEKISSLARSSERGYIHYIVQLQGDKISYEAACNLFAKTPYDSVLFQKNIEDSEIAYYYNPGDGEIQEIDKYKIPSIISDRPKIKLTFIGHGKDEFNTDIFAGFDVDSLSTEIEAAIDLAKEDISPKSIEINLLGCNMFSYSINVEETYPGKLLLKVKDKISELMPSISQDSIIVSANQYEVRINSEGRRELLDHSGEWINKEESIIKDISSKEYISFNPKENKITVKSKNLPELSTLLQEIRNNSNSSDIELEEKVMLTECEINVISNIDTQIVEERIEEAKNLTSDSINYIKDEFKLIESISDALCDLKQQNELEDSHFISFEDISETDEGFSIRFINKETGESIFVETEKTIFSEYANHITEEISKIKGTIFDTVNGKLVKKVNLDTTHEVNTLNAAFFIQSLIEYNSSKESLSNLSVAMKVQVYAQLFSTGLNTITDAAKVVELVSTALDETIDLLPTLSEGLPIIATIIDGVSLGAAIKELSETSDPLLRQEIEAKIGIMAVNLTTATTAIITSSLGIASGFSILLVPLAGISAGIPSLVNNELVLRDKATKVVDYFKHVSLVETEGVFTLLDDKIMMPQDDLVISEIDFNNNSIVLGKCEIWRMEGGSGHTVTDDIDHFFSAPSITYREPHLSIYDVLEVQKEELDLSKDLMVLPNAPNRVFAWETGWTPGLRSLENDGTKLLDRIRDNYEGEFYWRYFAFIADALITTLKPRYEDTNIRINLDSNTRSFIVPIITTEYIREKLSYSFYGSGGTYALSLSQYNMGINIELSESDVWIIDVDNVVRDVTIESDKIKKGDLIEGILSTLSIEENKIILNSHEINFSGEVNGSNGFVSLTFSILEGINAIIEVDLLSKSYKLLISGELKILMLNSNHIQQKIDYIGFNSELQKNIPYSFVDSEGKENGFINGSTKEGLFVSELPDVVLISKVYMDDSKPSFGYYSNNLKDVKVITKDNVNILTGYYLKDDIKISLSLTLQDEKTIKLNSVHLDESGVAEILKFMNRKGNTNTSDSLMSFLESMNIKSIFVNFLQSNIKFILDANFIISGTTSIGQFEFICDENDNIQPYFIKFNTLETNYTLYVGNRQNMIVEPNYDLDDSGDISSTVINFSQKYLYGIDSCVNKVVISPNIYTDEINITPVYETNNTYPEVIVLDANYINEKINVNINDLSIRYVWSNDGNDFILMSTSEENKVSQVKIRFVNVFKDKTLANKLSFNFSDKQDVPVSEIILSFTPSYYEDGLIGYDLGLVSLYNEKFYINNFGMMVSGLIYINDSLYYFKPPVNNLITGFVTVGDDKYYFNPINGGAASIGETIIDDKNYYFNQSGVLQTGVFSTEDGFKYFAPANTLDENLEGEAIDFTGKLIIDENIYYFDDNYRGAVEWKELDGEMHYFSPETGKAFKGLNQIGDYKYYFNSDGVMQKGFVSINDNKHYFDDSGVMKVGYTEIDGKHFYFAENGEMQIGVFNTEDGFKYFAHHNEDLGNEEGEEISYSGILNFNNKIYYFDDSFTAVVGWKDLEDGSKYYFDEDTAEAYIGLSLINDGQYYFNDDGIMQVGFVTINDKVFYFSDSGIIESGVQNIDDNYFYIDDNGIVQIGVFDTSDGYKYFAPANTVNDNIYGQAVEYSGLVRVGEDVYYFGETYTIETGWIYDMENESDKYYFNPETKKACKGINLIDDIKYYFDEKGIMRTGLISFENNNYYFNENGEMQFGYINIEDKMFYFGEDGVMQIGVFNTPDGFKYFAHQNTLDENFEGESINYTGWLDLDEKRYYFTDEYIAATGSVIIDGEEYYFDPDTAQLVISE
BoNT-A LC inh2: BoNT/A light chain protease inhibitors, primary screen, biochemical, flow cytometry, MLPCN library. hit rate 0.17% among 360,000. inhibition, % at 10 µM. multiplex microsphere protease substrate cleavage. AID 588499, 2011. Botulinum neurotoxin type A light chain protease (Clostridium botulinum A str. ATCC 3502); further: plate controls were buffer without enzyme for full effect and enzyme alone for no effect
PriA SSB inh: inhibitors of Klebsiella pneumoniae PriA binding to SSB C-terminal tail, primary screen, biochemical, AlphaScreen. PriA–SSB C-terminal tail interaction (Klebsiella pneumoniae). AlphaScreen SSBct-PriA binding, biotinylated peptide. inhibition, % at 33 µM. hit rate 0.6% among 430,000. AID 1272365, 2023; in the data active means inhibition mostly above about 37%, no sharp cut-off; inactive means mostly below about 20%;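 further: plate controls were negative control peptide for no effect and reference peptide for full effect; strong numbers were not always called active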
Anthrax LF inh2: Bacillus anthracis LF protease inhibitors, primary screen, biochemical, multiplex microsphere, MLPCN library. multiplex microsphere protease cleavage assay. Lethal factor (Bacillus anthracis), P15917. hit rate 0.12% among 360,000. inhibition, % at 10 µM; further: plate controls were buffer without enzyme for full effect and enzyme alone for no effect
Numbers without * were called inactive; i = inactive; ? = inconclusive; . = no result given; & = joins results of further samples. Unless noted, no stated cut-off is given here; in the data, active means inhibition above about 30%; inconclusive means no clear call, values can overlap the other calls; inactive means below that. These rows are one share of the data; rates above refer to the full screens.

SMILES	Y pestis TopoI	BH1578 lux ind	PrPC TRFRET	SARS 3CLpro inh	PfHsp40 rescue	TcdB inh	BoNT-A LC inh2	PriA SSB inh	Anthrax LF inh2
COc1ccc(-c2ccc(-c3nnc(-c4cc(OC)ccc4OC)o3)cc2)cc1	1	i	7	-4	1.0	.	?	-10	1
CN(c1ccccc1)S(=O)(=O)c1ccc(C(=O)NCc2ccccc2F)cc1	24	i	12	.	1.8	-0.3	-0.4	-7	-6
O=C(CSc1n[nH]c(-c2cccs2)n1)N1CCCc2ccccc21	6	-0.4	1	3	-1.3	.	-0.4	22	0
CN1N=C2c3ccccc3CCC2C1c1ccc(F)cc1 (stereo not given)	-4	-0.7	2	6	.	1.2	0.8	-1	-7
CCC(C)c1ccc(OCC(=O)O)cc1 (stereo not given)	5	-11	6	-2	-0.6	.	0.0	-16	0
Cc1cc(OCC(=O)NC(Cc2ccc(Cl)cc2)C(=O)O)c2c(C)c(C)c(=O)oc2c1 (stereo not given)	-3	-0.4	-6	0	-0.2	0.2	-0.5	34	-6
CC(C)NC(=O)NC(=O)COC(=O)c1cccc(OC(F)F)c1	0	i	-7	4	-1.5	6.7	1.2	-12	0
COc1ccc(-c2nnn(CC(=O)N(C3CCCC3)C(C)C(=O)NC3CCCC3)n2)cc1OC (stereo not given)	-2	.	-7	-4	-1.2	.	-1.0	-9	-24
COc1ccc(CCNC(=O)Nc2cccc([N+](=O)[O-])c2)cc1	0	i	0	1	-0.8	-0.6	-1.7	11	-5
CNC(=S)Nc1cccc(C(C)=O)c1	2	2.1	2	-3	0.3	0.0	0.1	-10	2
Cc1ccc(N2CCN(/N=C/c3ccccc3)CC2)cc1	-9	-0.2	1	1	-1.4	.	-0.8	.	-2
COc1ccc(Cn2c(=O)[nH]c3cc(C(=O)Nc4ccccc4C)ccc32)cc1	-1	-0.8	-9	0	0.8	-0.6	-2.9	1	-13
O=C(O)[C@H]1CC=C[C@H]2CCN(Cc3ccc(Cl)c(Cl)c3)C(=O)[C@@H]12	10	-5.8	-4	.	0.5	-0.1	-0.1	-3	6
O=C(Oc1ccc2c(=O)c(Cl)coc2c1)c1cccnc1	8	i	-3	1	10	.	-0.4	-7	0
Cn1c2c(c3ccccc31)CCN=C2c1ccccc1	10	i	-9	.	-0.1	0.2	-0.3	3	-6
CCCN(CC(=O)Nc1ccccc1C)C(=O)/C=C/c1ccc(S(=O)(=O)N2CCCCCC2)cc1	3	i	-10	.	-0.3	0.6	1.9	-2	-2
O=C(Nc1ccc(-c2csc(Nc3cccc(C(F)(F)F)c3)n2)cc1)c1ccccc1	-11	i	6	.	-0.7	1.8	0.0	-2	2
C[C@@H]1CN([C@@H](C)CO)C(=O)c2cc(C#Cc3cccc(F)c3)cnc2O[C@@H]1CN(C)CC1CCOCC1	11	2.1	-6	.	.	0.5&-0.2	0.3	.	-1
O=C1NC(=O)C(=Cc2ccco2)S1	10	-0.8	-4	.	-0.6	-2.2	0.4	.	12
CC1(C2CCC3C4CCC5CC6(CCC5(C)C4C(=O)CC32C)OCCO6)OCCO1 (stereo not given)	20	-1.0	-10	.	-0.8	1.5	-0.6	1	-7
CCOc1ccc(N2C(=O)CS/C2=N/NC(=O)COc2ccc3ccccc3c2)cc1	9	i	3	10	1.2	-0.1	0.1	.	0
CCOC(=O)N1CCN(S(=O)(=O)c2ccc(C)c(C(=O)NC3CCCCC3)c2)CC1	7	i	3	-2	-0.5	-0.8	2.1	-4	4
COc1cc(C(=O)NCC(c2ccccc2)N(C)C)ccc1OCC(=O)N1CCOCC1 (stereo not given)	3	-0.3	-6	5	-0.8	2.2	-0.9	7	3
CCOc1cccc2sc(N(CCN(C)C)C(=O)/C=C/c3cccs3)nc12	-9	i	.	-6	2.1	.	1.7	18&13	-4
NCCCC[C@H]1CNC(=S)N1CCc1cccc(F)c1	7	-0.5	6	2	1.5	1.6	-0.3	-2	-6
Cc1ccc(C(=O)Nc2ccc3c(c2)CCC3)cc1	-1	-0.3	-1	3	0.1	4.3	-0.6	-20	-1
Clc1ccc(-c2nc3ncccn3c2Cl)cc1	-10	1.1	.	4	-0.1	.	1.4	-6	-1
CCOc1cc(C(=O)OCC(=O)Nc2cc(C)on2)ccc1OCC(C)C	1	-0.3	-3	1	-0.3	1.0	0.4	2	-2
CN(C)c1ccc(C(C(=O)NCC2CCCO2)N(C(=O)c2snc(C(N)=O)c2N)c2ccc3c(c2)OCO3)cc1 (stereo not given)	20	-1.2	-4	-3	0.1	0.6	-0.1	3	-21
COc1cc([C@H]2[C@@H]3CCCC[C@]3(O)CCN2CC(=O)Nc2ccc(C)cc2C)ccc1O	-2	-0.2	4	0	-2.0	.	0.6	10	0
C=CC[C@H](CC(=O)OC(C)(C)C)C(=O)OC[C@@H]1CCCN1C(=O)[C@@H](CC=C)CC(=O)NCCO	0	-1.2	1	.	25	0.6	-0.1	2	-2
COc1ccc(N(C)S(=O)(=O)c2cccc3nsnc23)cc1	11	-0.8	-23	-3	-0.1	-2.4	-0.7	0	-1
O=C(NCCNC1CCC(c2ccccc2)CC1)c1cccs1 (stereo not given)	9	i	-10	7	1.5	-1.3	0.1	-10	-4
Cc1nn(C)cc1C(=O)Nc1ccccc1Br	3	-0.6	5	-1	0.0	0.7	-1.8	2	-2
Cn1cc([N+](=O)[O-])c(C(=O)N/N=C/c2cc3c(cc2Br)OCO3)n1	-7	i	7	-1	0.8	-0.5	-0.7	.	-1
COc1ccc(NC(=O)Cc2ccc(Cl)cc2)cc1S(=O)(=O)N1CCCCC1	3	i	5	.	1.2	1.2	-1.1	-7	0
COc1ccc(NC(=O)N2CCc3ccccc32)cc1	-1	i	2	-3	-1.8	.	-0.6	-7	-2
COc1ccc(OC2CCN(S(=O)(=O)c3ccc(OC)c(OC)c3)CC2)cc1	1	-1.9	13	2	0.7	3.2	4.1	-10	-16
COc1cc2cc(CCO)oc(=O)c2cc1OC	-1	-0.5	9	.	0.5	2.3	0.1	-5	-1
COc1cc2c(cc1OC)CN(Cc1cc(=O)oc3cc(C)c(C)cc13)CC2	-6	-0.3	1	-14	0.6	.	4.2	11	4
O=C1CC(NS(=O)(=O)c2cccnc2)CN1c1cccc(F)c1 (stereo not given)	6	i	2	.	1.3	0.1	1.8	-9	-1
Cn1c(=O)[nH]c(=O)c2c1nc(NCc1ccco1)n2CCCc1ccccc1	-8	-4.2	12	-1	0.0	.	-0.2	-13	-12
COc1ccc(CC(=O)N2CCN(c3ccccc3OC)CC2)cc1OC	9	-0.3	11	-3	0.7	-0.5	-0.5	-13	-12
COc1cc(CC(=O)OCC(=O)Nc2ccc(N3CCOCC3)cc2)cc(OC)c1OC	-6	-2.9	-5	-2	-0.3	0.7	-1.8	-12	-5
CCCc1[nH]n(-c2ccc(F)cc2)c(=O)c1C=NCC1CCCO1 (stereo not given)	2	-0.2	2	4	-1.8	-5.5	-0.5	-12	-8
COc1ccc(OC)c(CNC(=O)C2CCN(S(=O)(=O)N3CCCCC3)CC2)c1	0	-3.7	2	5	-0.7	1.9	0.2	-8	2
CC1=C(C(=O)Nc2ccccc2)C(c2cc(CN3CCOCC3)cs2)C2=C(CCCC2=O)N1 (stereo not given)	-10	i	6	-2	-0.4	0.6	0.3	-5	1
CC(C(=O)N1CCc2ccccc2C1)N(c1ccccc1)S(C)(=O)=O (stereo not given)	10	-0.3	-3	1	-1.0	0.0	1.2	3	9
C/C(=N\NC(=O)c1ccccc1)c1ccc(-n2ccnc2)cc1	3	-0.2	-4	0	0.1	-0.5	-0.8	.	0
O=C1CSC(=S)N1c1ccc(O)cc1	-4	i	-2	3	1.2	2.3	.	-5	.

Part of the list above in order of length of the SMILES, descending.
SMILES	Y pestis TopoI	BH1578 lux ind	PrPC TRFRET	SARS 3CLpro inh	PfHsp40 rescue	TcdB inh	BoNT-A LC inh2	PriA SSB inh	Anthrax LF inh2
Cn1cc([N+](=O)[O-])c(C(=O)N/N=C/c2cc3c(cc2Br)OCO3)n1	-7	i	7	-1	0.8	-0.5	-0.7	.	-1
COc1ccc(OC2CCN(S(=O)(=O)c3ccc(OC)c(OC)c3)CC2)cc1	1	-1.9	13	2	0.7	3.2	4.1	-10	-16
CN(c1ccccc1)S(=O)(=O)c1ccc(C(=O)NCc2ccccc2F)cc1	24	i	12	.	1.8	-0.3	-0.4	-7	-6
Cc1ccc(C(=O)Nc2ccc3c(c2)CCC3)cc1	-1	-0.3	-1	3	0.1	4.3	-0.6	-20	-1
Cn1c2c(c3ccccc31)CCN=C2c1ccccc1	10	i	-9	.	-0.1	0.2	-0.3	3	-6

Further compounds.
SMILES	Y pestis TopoI	BH1578 lux ind	PrPC TRFRET	SARS 3CLpro inh	PfHsp40 rescue	TcdB inh	BoNT-A LC inh2	PriA SSB inh	Anthrax LF inh2
O=S1(=O)N(Cc2ccc(F)cc2)CCCN1Cc1ccccc1Cl	17	i	-5	6	7.7	-0.7	-0.1	-21	2
O=C(NCc1ccccn1)C1CCCN(S(=O)(=O)c2cccc3nsnc23)C1 (stereo not given)	6	1.2	-22	1	-0.8	.	0.9	-18	1
CCC(=O)N(Cc1ccco1)Cc1cc2cccc(C)c2n2nnnc12	-2	i	2	-1	0.1	1.8	-0.3	3	-4
CCc1ccc(NC(=O)C(C)OC(=O)C2CCN(c3ccc(C(F)(F)F)cn3)CC2)cc1 (stereo not given)	2	2.6	0	.	0.4	-0.4	0.2	-10	-5
CC1(C)C=C(c2ccc(O)cc2)CC(C)(C)N1	-1	i	13	-2	2.2	.	2.0	-11	-6
CCOC(=O)c1ccc(N2C(=O)CC(N3CCN(C(=O)c4ccco4)CC3)C2=O)cc1 (stereo not given)	-1	4.5	4	2	-0.5	.	-0.1	-9	-1
COc1ccc(OCC(=O)N/N=C(\C)c2ccc(-n3ccnc3)cc2)cc1	-4	-0.1	4	8	-0.7	.	-0.7	.	1
COc1ccc(C(=O)Nc2ccccc2-c2ccccc2)cc1Cl	8	-0.3	-1	-4	2.0	.	0.2	-65	1
CCCCN1CCCCC1(C)C(=O)NCc1ccc2c(c1)OCO2 (stereo not given)	5	-0.3	5	.	.	1.3	0.1	.	-6
CC(C)C(NC(=O)c1ccccc1)C(=O)NCC(c1ccccc1)N(C)C (stereo not given)	-2	i	11	2	-0.9	1.0	0.0	-5	0
Cc1cc(NC(=O)c2cc(-c3ccccc3Cl)nc3ccccc23)no1	1	i	-1	3	0.0	1.5	-0.4	-2	-5
N/C(=N\S(=O)(=O)c1ccc(Cl)cc1)N1CCOCC1	1	-0.4	1	0	-0.6	-0.1	1.2	.	6
COc1ccc(OC)c(S(=O)(=O)n2nc(C)cc2C)c1	1	0.8	-4	-1	-2.1	.	-0.9	-2	-1
CNC(=O)c1c(C)[nH]c(=S)c(C#N)c1-c1ccco1	0	i	-1	6	-0.5	1.6	-0.6	-7	-4
COc1ccccc1C(=O)NCC(=O)NNC(=O)C1COc2ccccc2O1 (stereo not given)	7	0.0	-5	.	-0.7	1.8	.	4	.
COCC(C)NC(=O)COCc1cc(-c2ccc3c(c2)OCO3)on1 (stereo not given)	1	-0.8	5	1	-0.7	0.7	-3.1	-11	-16
Cn1nccc1C(=O)Nc1nnc(C2CC2)s1	2	-0.6	-6	-3	-0.6	0.7	0.4	5	-1
C/C(=N\OCc1nc2ccccc2c(=O)n1/N=C/c1cc(C)cc([N+](=O)[O-])c1O)c1ccccc1	0	-0.6	0	3	-0.2	-1.2	0.9	.	-2
